KCNH2 WT inh = KCNH2 (human, wildtype) channel inhibition | activity change, % at 1.84 µM | Q12809 | U2OS, BacMam KCNH2, thallium flux FluxOr; hits give low values | AID 720551 | 340,000 tested, 0.37% active;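 active means maximum activity change below -70%; inconclusive means maximum activity change between -70% and -50%; inactive means maximum activity change above -50%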; further: on the % scale 0 is the no-effect control and ±100 the full control effect
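U2OS cells were transduced with wild-type KCNH2 virus (2.03 x 10^8 / mL) for 4 h at room temperature, then cultured overnight at 37 C. Thallium flux was read with FluxOr dye. Rate constants were normalized to DMSO controls.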
Chronic BCR inh = inhibitors of chronic active B-cell receptor signaling; Potency, µM (series often up to 46.1 µM), for the others: top-dose ratio change, negative = lower green/red ratio, actives largely listed as inhibitors; 340,000 tested, 0.05% active; ABC-DLBCL IkBa-CBG/CBR reporter, luminescence ratio, 4 h; active means well fitted inhibition curve with a large enough effect in the signal ratio, with a control signal flat, not every such curve was filed as active; inconclusive means small, poorly fitted or top-dose-only effect, or effect the other way, or a change in a side signal; the % refers to the signal ratio;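 further: potency means the concentration at half of the fitted maximal effect; plate controls were basal doxycycline-induced cells for no effect and cells given 10 µM MG132 for full effect; MG132 reads +100%, hits lower the ratio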
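TMD8 ABC-DLBCL cells carrying doxycycline-inducible green luciferase fused to IkappaBalpha plus unfused red luciferase were exposed to compounds (up to 46 uM) for 4 hrs at 37C. Activity came from the overlap-corrected green/red luminescence ratio.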
TSHR antagonist = antagonists of human thyroid stimulating hormone receptor. activity change, negative = inhibition, % at 11.5 µM. P16473. 330,000 tested, 0.2% active. TSHR-expressing cells, TSH-stimulated cAMP HTRF, 2 h; hits give low values;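 active means activity change below a set negative limit, meaning inhibition stronger than a set level, cut at about -70% in these data; inconclusive means activity change between two set negative limits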; further: on the % scale 0 is the no-effect control and ±100 the full control effect
Target sequence (P16473 whole entry, looked up): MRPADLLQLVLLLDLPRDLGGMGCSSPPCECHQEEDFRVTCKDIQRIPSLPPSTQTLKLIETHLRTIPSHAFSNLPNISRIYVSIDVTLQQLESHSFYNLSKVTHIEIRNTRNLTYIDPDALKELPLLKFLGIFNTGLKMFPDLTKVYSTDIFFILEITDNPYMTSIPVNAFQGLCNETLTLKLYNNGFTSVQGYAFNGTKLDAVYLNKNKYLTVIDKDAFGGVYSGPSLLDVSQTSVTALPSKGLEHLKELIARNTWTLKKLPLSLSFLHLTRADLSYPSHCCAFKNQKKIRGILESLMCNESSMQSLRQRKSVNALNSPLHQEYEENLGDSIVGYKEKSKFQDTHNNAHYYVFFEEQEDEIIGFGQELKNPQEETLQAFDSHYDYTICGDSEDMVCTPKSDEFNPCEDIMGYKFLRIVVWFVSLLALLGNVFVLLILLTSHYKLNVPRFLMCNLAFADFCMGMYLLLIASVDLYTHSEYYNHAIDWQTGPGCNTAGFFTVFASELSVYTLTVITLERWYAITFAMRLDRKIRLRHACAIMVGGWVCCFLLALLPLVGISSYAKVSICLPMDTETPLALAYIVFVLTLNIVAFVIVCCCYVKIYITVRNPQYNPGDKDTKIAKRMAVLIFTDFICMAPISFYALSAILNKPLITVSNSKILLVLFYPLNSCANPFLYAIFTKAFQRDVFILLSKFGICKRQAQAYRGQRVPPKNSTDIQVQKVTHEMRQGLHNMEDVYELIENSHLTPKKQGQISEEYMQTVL
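Read-out is FRET at 665 nm (cryptate excitation 337 nm) from a cryptate-tagged anti-cAMP antibody, competed by cell cAMP against cAMP-d2. Compounds are tested on freshly harvested TSHR cells challenged with 4nM TSH (EC80) for 2 hours at 37 deg C.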
GALK inh = galactokinase (human) inhibition; AID 1868; Potency, µM (highest dose often 57.5 µM), without a hit: at the top dose activity change, negative = inhibition, most hits filed as inhibitors; Purified GALK, Kinase-Glo residual ATP luminescence; P51570; 270,000 tested, 0.007% active; further: potency means the concentration at half of the fitted maximal effect; on the % scale 0 is the no-effect control and ±100 the full control effect
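ATP-depletion format; final 35 uM ATP, 100 uM D-galactose, 5 nM enzyme; pH 8.0 HEPES/Mg2+ buffer; 60 min RT; luminescence read 10 min after detection reagent.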
MBNL1-CUG inh = inhibitors of human MBNL1 binding to CUG repeat RNA; Q9NR56; TR-FRET MBNL1-His/biotin-(CUG)12 binding, 665/545 ratio; Potency, µM (titrated, usually from 57.5 µM), for inactives: top-dose activity change, negative = inhibition, most hits filed as inhibitors; 280,000 tested, 0.036% active; active means well fitted inhibition curve with a large enough effect in the signal ratio, with a control signal flat, not every such curve was filed as active; inconclusive means small, poorly fitted or top-dose-only effect, or effect the other way, or a change in a side signal; inactive means no such curve, though single readings can be large or run the other way; the % refers to the signal ratio; further: potency means the concentration at half of the fitted maximal effect; on the % scale 0 is the no-effect control and ±100 the full control effect
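Inhibition of protein-RNA binding appears as loss of TR-FRET between terbium anti-His antibody on MBNL1-His and streptavidin-XL665 on biotin-(CUG)12. Activity is normalized to buffer-only and uninhibited-complex controls.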
Mito fusion yeast = mitochondrial division inhibition or fusion activation; S. cerevisiae fusion-defective mutant growth rescue, CellTiterGlo 48 h; Potency, µM (doses to about 46.1 µM), without a hit: at the highest dose growth rescue (activation), hits mostly activators; 320,000 tested, 0.23% active; AID 485298;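 further: potency means the concentration at half of the fitted maximal effect; % of control where 0% means no effect; nearly all actives have a fitted effect of over 45% in size; temperature-sensitive fusion mutants such as fzo1-1 at 37 °C on non-fermentable ethanol glycerol medium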
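Temperature-sensitive fusion-defective S. cerevisiae (e.g. fzo1-1, mgm1-5) were grown with compound in YPEG medium (3% ethanol, 3% glycerol) for 48 hours at 37C. Growth rescue was measured as viability by CellTiterGlo luminescence after 10 minutes at ambient.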
PKM2 act = activators of human pyruvate kinase M2 | P14618 | purified PKM2, Kinase-Glo ATP luminescence, activation; response scale: 0% is enzyme alone, no compound | Potency, µM (highest dose often 57.5 µM), for the others: top-dose activation, hits mostly activators | 260,000 tested, 0.34% active | AID 1631; further: potency means the concentration at half of the fitted maximal effect; on the % scale 0 is the no-effect control and ±100 the full control effect; nearly all actives have a fitted effect of over 55% in size
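Purified hPK-M2 (>95%) run at intermediate activity with 0.1 mM ADP and 0.5 mM PEP in 50 mM imidazole pH 7.2, KCl, MgCl2; 1 h room temperature. ATP formed read by Kinase-Glo luminescence; normalized to uninhibited and no-enzyme controls.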
Menin-MLL TR inh = inhibitors of human menin-MLL interaction, mutant MLL peptide; 270,000 tested, 0.23% active; Potency, µM (series often up to 61.6 µM), for the others: at the top dose FP activity change, negative = inhibition, hits mostly inhibitors; Menin + Texas Red MLL mutant peptide, fluorescence polarization; active means well fitted inhibition curve with a large enough effect in the polarisation, with a control signal flat, not every such curve was filed as active; inconclusive means small, poorly fitted or top-dose-only effect, or effect the other way, or a change in a side signal; inactive means no such curve, though single readings can be large or run the other way; the % refers to the polarisation; further: potency means the concentration at half of the fitted maximal effect; % of control where 0% means no effect; many of its hits are not listed in these tables
Eya2 phos inh = inhibitors of human Eya2 phosphatase activity. recombinant Eya2, OMFP fluorescence dephosphorylation (OMFP is methylfluorescein phosphate). Potency, µM (top dose mostly 76.9 µM), without a hit: at the top dose activity, negative = inhibition, actives largely listed as inhibitors. 330,000 tested, 0.006% active; further: potency means the concentration at half of the fitted maximal effect; on the % scale 0 is the no-effect control and ±100 the full control effect
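Eya2 (0.2 uM) preincubated 10 min at ambient with compound, then OMFP substrate added at 50 uM; 10 min reaction in 50 mM HEPES pH 7.5, 50 mM NaCl, 5 uM MgCl2, 0.05% BSA, 1 mM DTT. Fluorescence read at Ex 485/Em 525 nm.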
S-ASM inh = blocks human secretory acid sphingomyelinase | P17405 | placental ASM, HMU-PC fluorogenic substrate, 60 min | Potency, µM (highest dose often 57.5 µM), for inactives: at the highest dose activity change, negative = inhibition, actives largely listed as inhibitors | 340,000 tested, 0.006% active; further: potency means the concentration at half of the fitted maximal effect
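Human placenta-derived ASM enzyme was preincubated with compound for 10 minutes at room temperature, then given fluorogenic substrate HMU-PC0 (9 uM final) for 60 minutes at 37 °C; a pH 10 stop preceded fluorescence reading at Ex 386/Em 447 nm.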
USP2a block = blocks human ubiquitin-specific protease USP2a; O75604; USP2 core, Ub-CHOP2 coupled fluorogenic reporter, 485/531; Potency, µM (highest dose often 38.3 µM), for the others: top-dose activity change, negative = inhibition, hits mostly inhibitors; 330,000 tested, 0.01% active; AID 463254;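 further: potency means the concentration at half of the fitted maximal effect; plate controls were DMSO wells for no effect and full inhibition by NEM control for full effect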
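Deubiquitinase activity read as fluorescence (485/531 nm) after Ub-CHOP2 cleavage activates the enterokinase reporter on its substrate; USP2 core 10nM, Ub-CHOP2 and substrate 25nM each, 30min compound preincubation then 60min RT; data normalized to NEM, curves fitted.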
Numbers without * were called inactive; u = inconclusive; x = no result given; & = joins results of further samples; [ ] = dose if it differs, or a comment. Unless noted, the call rests on the fitted dose curve; in most records, active means well fitted curve in the direction sought with a large enough effect; inconclusive means small, poorly fitted or top-dose-only effect, or another doubt; inactive means no such curve, though single readings can be large; an effect the other way counts as inactive or inconclusive.

SMILES	KCNH2 WT inh	Chronic BCR inh	TSHR antagonist	GALK inh	MBNL1-CUG inh	Mito fusion yeast	PKM2 act	Menin-MLL TR inh	Eya2 phos inh	S-ASM inh	USP2a block
CC(=O)c1c(C)oc2ccc(OCc3ccccc3)cc12	-7	0%	-11	1%	-5%	23%	x	5%	1%	-4%	0%
COc1ccccc1CNC(=O)c1ccc(NS(=O)(=O)c2c(C)noc2C)cc1	-19	2%	2	0%	-10%	1%	0%	7%	0%	-1%	0%
CCOc1ccc(CC(=O)OCN2C(=O)c3ccccc3C2=O)cc1	-1	u	-1	-1%	-8%	-1%	1%	18%	0%	-2%	0%
COc1ccc(CN2CCNC(=O)C2CC(=O)N(C)Cc2ccncn2)c(OC)c1 (stereo not drawn)	-5	3%	14	-4%	10%	-2%	19%	16%	3%	6%	8%
O=C(CCC(=O)N(CC(=O)NC1CCCC1)c1ccc(F)cc1)Nc1nccs1	-7	7%	4	-1%	-2%	-4%	x	x	-10%	-1%	2%
Cc1cc(/C=C(\C#N)C(=O)N2CCOCC2)c(C)n1C1CCCC1	2	u	5	5%	u	-5%	-15%	x	-4%	6%	-5%
O=C(C1CC1c1ccccc1)N1CCOCC1 (stereo not drawn)	-6	u	-2	0%	-15%	0%	36%	2%	12%[15.4 µM]	5%	0%
CCOC(=O)CSc1nc2ccccc2n2cnnc12	12	-2%	7	-3%	u	12%	10%	-18%	5%	4%	4%
O=C(COc1ccccc1)N1CCN(S(=O)(=O)c2cccs2)CC1	2	u	-9	0%	7%	4%	7.9µM*	9%	-6%	1%	-3%
CN(C)S(=O)(=O)c1cccc(COC(=O)CN2C(=O)NC3(CCCC3)C2=O)c1	-3	-4%	-5	1%	-3%	2%	-4%	x	-3%	2%	3%
O=C(Cn1c(=O)c2cccn2c2ccccc21)NCCCN1CCCCC1	5	0%	-4	-8%	4%	-1%	x	x	7%	4%	2%
COc1cc2[nH]c(=O)n(CCCCCC(=O)NCCCN3CCCC3=O)c(=O)c2cc1OC	-6	4%	13	0%	-14%	-6%	-2%	7%	-5%	5%	-6%
COc1cccc(-c2noc(C(C)n3nc(C)c([N+](=O)[O-])c3C)n2)c1 (stereo not drawn)	12	3%	-6	-1%	1%	4%	9%	10%	-33%	-11%	4%
Cc1ccc(OC(=O)c2cccc(C(=O)Oc3ccc(C)cc3)n2)cc1	8	-12%	-4	3%	3%	0%	1%	0%	18%	-1%	4%
NC(=O)CC(NC(=O)Cc1ccc(Cl)cc1)c1ccc(NCCN2CCOCC2)c([N+](=O)[O-])c1 (stereo not drawn)	x	4%	11	x	u	1%	2%	0%	7%	-2%	3%
CSc1ncc(Cl)c(C(=O)Nc2ccccc2Br)n1	-4	4%	-6	0%	-8%	0%	-2%	x	14%	0%	6%
CCc1ccc(-c2nc(NC(=O)c3ccc(OCC(=O)Nc4ccc(F)cc4)c(OC)c3)sc2C)cc1	6	u	-4	0%	47%[activator]	-6%	0%	6%	0%	3%	0%
CCN1CCc2nc(N)oc2CC1	-7	0%	-8&7	x	x	-10%&10%	x	3%	3%&-8%	1%	-1%
CCC(=O)c1ccc(N2CCN(C(=O)Cc3ccccc3)CC2)c(F)c1	-3	-12%	-8	-2%	0%	5%	-8%	1%	8%	0%	1%
CCc1ccc(CNC(=O)C2CCC(=O)N(CCc3ccc(Cl)cc3)C2)nc1 (stereo not drawn)	26	-2%	-1	5%	5%	0%	-2%	x	-4%	-1%	0%

Whole records from above.
Entry for CCN1CCc2nc(N)oc2CC1 : KCNH2 WT inh: -7; Chronic BCR inh: 0%; TSHR antagonist: -8&7; GALK inh: x; MBNL1-CUG inh: x; Mito fusion yeast: -10%&10%; PKM2 act: x; Menin-MLL TR inh: 3%; Eya2 phos inh: 3%&-8%; S-ASM inh: 1%; USP2a block: -1%
Entry for CCc1ccc(-c2nc(NC(=O)c3ccc(OCC(=O)Nc4ccc(F)cc4)c(OC)c3)sc2C)cc1 : KCNH2 WT inh: 6; Chronic BCR inh: u; TSHR antagonist: -4; GALK inh: 0%; MBNL1-CUG inh: 47%[activator]; Mito fusion yeast: -6%; PKM2 act: 0%; Menin-MLL TR inh: 6%; Eya2 phos inh: 0%; S-ASM inh: 3%; USP2a block: 0%

Random excerpt: 4 entries already listed, in no set order.
SMILES	KCNH2 WT inh	Chronic BCR inh	TSHR antagonist	GALK inh	MBNL1-CUG inh	Mito fusion yeast	PKM2 act	Menin-MLL TR inh	Eya2 phos inh	S-ASM inh	USP2a block
CSc1ncc(Cl)c(C(=O)Nc2ccccc2Br)n1	-4	4%	-6	0%	-8%	0%	-2%	x	14%	0%	6%
COc1cccc(-c2noc(C(C)n3nc(C)c([N+](=O)[O-])c3C)n2)c1 (stereo not drawn)	12	3%	-6	-1%	1%	4%	9%	10%	-33%	-11%	4%
CCN1CCc2nc(N)oc2CC1	-7	0%	-8&7	x	x	-10%&10%	x	3%	3%&-8%	1%	-1%
CCC(=O)c1ccc(N2CCN(C(=O)Cc3ccccc3)CC2)c(F)c1	-3	-12%	-8	-2%	0%	5%	-8%	1%	8%	0%	1%

Later entries:
SMILES	KCNH2 WT inh	Chronic BCR inh	TSHR antagonist	GALK inh	MBNL1-CUG inh	Mito fusion yeast	PKM2 act	Menin-MLL TR inh	Eya2 phos inh	S-ASM inh	USP2a block
Cc1sc2ncnc(SCC(=O)N3c4ccccc4Sc4ccc(Cl)cc43)c2c1C	-18	1%	4	x	-13%	6%	8%	0%	1%	-2%	4%
O=C(Cn1cc(SCc2cccc(Cl)c2)c2ccccc21)N1CCOCC1	-3	u	-17	1%	-14%	8%	26%	-18%	1%	-3%	-4%
CCC(C)NCc1ccc(C(=O)OC)o1 (stereo not drawn)	9	0%	9	-2%	0%	1%	5%	17%	u	2%	0%
COc1ccc(-n2nc(C(=O)NCC(=O)N3CCN(c4ccccn4)CC3)c3ccccc3c2=O)cc1OC	0	u	3	0%	13%	-1%	-16%	0%	-3%	2%	1%
CC1CN(S(=O)(=O)c2ccc(C(=O)N3CCc4ccccc43)cc2)CC(C)O1 (stereo not drawn)	-25	u	6	x	x	-1%	x	x	13%	7%	0%
Cc1ccc(CNC(=O)C(Cc2ccccc2)NS(=O)(=O)c2ccc(Br)s2)cc1 (stereo not drawn)	2	u	-7	x	40%[activator]	18µM*	2%	11%	0%	-5%	-1%
CC(C)(C#N)N([O-])C=C[N+](=O)C(C)(C)C#N	-14	2%	-5	3%	-3%	-7%	0%	10%	4%	-2%	3%
COc1ccc2[nH]c(=O)c(C3c4cc(OC)c(OC)cc4CCN3C(=O)c3ccco3)cc2c1 (stereo not drawn)	-14	u	-27	4%	-20%	-4%	x	x	5%	52%[activator]	1%
Cc1ccc(C(=O)CSc2nc(C)cc(SCc3nnc(-c4ccccc4)o3)n2)cc1	0	x	-17	0%	-5%	0%	-4%	-19%	8%	-3%	2%
COc1cc(C)c(C(=O)Oc2cc(C)c(C(=O)O)c(O)c2C)c(OC)c1C	2	0%	-7	-2%	-3%	2%	-5%	u	-15%	-3%	0%
O=C(NC(=S)Nc1ccc(Cl)cn1)c1cc([N+](=O)[O-])ccc1N1CCOCC1	-16	0%	31	-2%	1%	0%	2%	u	10%	-1%	1%
COc1cccc2sc(Nc3nc(-c4ccncc4)cs3)nc12	-3	13%	-3	3%	1%	0%	0%	u	-10%	3%	4%
COc1cccc(CN2CCN(Cc3nc4c(s3)CCCC4)CC2CCO)c1 (stereo not drawn)	1	u	2	0%	-4%	-11%	0%	-15%	-3%	2%	3%

These rows are one share of the data; rates above refer to the full screens.
